TrxR1 substrate – qHTS Assay for Substrates of Mammalian Selenoprotein Thioredoxin Reductase 1 (TrxR1): qHTS; AID 588456, 2011; Thioredoxin reductase 1, cytoplasmic (Rattus norvegicus), O89049; purified TrxR1 substrate turnover, NADPH consumption readout; Potency, µM (series often up to 114 µM), for the others: at the top dose activity change, negative = substrate turnover; 390,000 tested, 0.01% active; also: potency is read from the fitted curve at half-maximal effect; % is scaled to controls: 0 for no effect and ±100 for the full control effect; nearly all actives have a fitted effect of over 50% in size
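Rat TrxR1, dispensed at 90 nM, was prereduced with 400 uM NADPH (final) for 5 min at ~22 deg C, then incubated with compound 15 min before 400 uM selenite. A first-read NADPH fluorescence drop versus no-compound background flagged substrates.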
PGK inhibitor – qHTS Assay to Find Inhibitors of Phosphoglycerate Kinase; Phosphoglycerate kinase, glycosomal (Trypanosoma brucei brucei), P07378; PGK/GAPDH coupled, Kinase-Glo luminescence, 60 min; Potency, µM (titrated, usually from 57.5 µM), for the others: at the highest dose activity change, negative = inhibition, most hits filed as inhibitors; 380,000 tested, 0.043% active; AID 602233, 2012; also: potency is read from the fitted curve at half-maximal effect; % is scaled to controls: 0 for no effect and ±100 for the full control effect; nearly all actives have a fitted effect of over 60% in size
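Luminescent ATP detection (Kinase-Glo Plus) follows a 60-minute room-temperature incubation, with wells lacking PGK as controls. Buffer: 100 mM TEA (pH 7.6), 5 mM MgCl2, 0.01% Tween-20. Coupling enzyme GAPDH (100 nM final) supplies unstable 1,3-BPG in-well.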
Pin1 inh – qHTS Assay to Find Inhibitors of Pin1. Peptidyl-prolyl cis-trans isomerase NIMA-interacting 1 (Homo sapiens), Q13526. Pin1 FP peptide displacement, HiFluor488, 10 min. Potency, µM (top dose mostly 115 µM), without a hit: top-dose activity, negative = inhibition, most hits filed as inhibitors. 390,000 tested, 0.009% active; active = well fitted inhibition curve with a large enough effect in the polarisation, with a control signal flat, not every such curve was filed as active; inconclusive = small, poorly fitted or top-dose-only effect, or effect the other way, or a change in a side signal; inactive = no such curve, though single readings can be large or run the other way; the % refers to the polarisation; also: potency is read from the fitted curve at half-maximal effect; % is scaled to controls: 0 for no effect and ±100 for the full control effect
Target sequence (Q13526 whole entry, looked up): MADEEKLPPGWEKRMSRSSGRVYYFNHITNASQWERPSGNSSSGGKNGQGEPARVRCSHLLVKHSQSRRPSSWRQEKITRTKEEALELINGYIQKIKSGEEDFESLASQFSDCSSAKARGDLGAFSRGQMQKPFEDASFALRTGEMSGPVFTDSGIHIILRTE
HP1b chromo inh – HTS for Inhibitors of HP1-beta Chromodomain Interactions with Methylated Histone Tails. Chromobox protein homolog 1 (Homo sapiens), P83916. AlphaScreen HP1-beta / biotin-H3K9me3 peptide binding. Potency, µM (doses to about 114 µM), for inactives: at the highest dose activity change, negative = inhibition, actives largely listed as inhibitors. 390,000 tested, 0.56% active; also: potency is read from the fitted curve at half-maximal effect; nearly all actives have a fitted effect of over 70% in size; inactives centre near 23
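AlphaScreen: HP1-beta (50 nM) preformed 30 min with biotin-H3(1-18)K9me3 peptide (50 nM) in PBS pH 7.4, 0.01% Tween-20. Compound added for 30 min at RT, then streptavidin donor/nickel chelate acceptor beads (10 ug/mL) for 30 min.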
rTrxR1 inhibitor – qHTS Assay for Inhibitors of Mammalian Selenoprotein Thioredoxin Reductase 1 (TrxR1): qHTS; Potency, µM (titrated, usually from 114 µM), inactives show at the highest dose activity change, negative = inhibition, most hits filed as inhibitors; 390,000 tested, 1% active; recombinant rTrxR1, NADPH fluorescence consumption, selenite substrate; also: potency is read from the fitted curve at half-maximal effect; % is scaled to controls: 0 for no effect and ±100 for the full control effect; nearly all actives have a fitted effect of over 65% in size
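Rat TrxR1 (90 nM in the dispensed reagent) was pre-reduced with 400 uM NADPH for 5 min at room temperature, then incubated with compound for 15 min. After 400 uM selenite was added, NADPH fluorescence (Ex 340/Em 450 nm) was followed for 8 min.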
GLS inh – qHTS for Inhibitors of Glutaminase (GLS); Glutaminase kidney isoform, mitochondrial (Homo sapiens), O94925; GLS enzymatic activity, qHTS titration; Potency, µM (top dose mostly 45.5 µM), without a hit: top-dose activity change, negative = inhibition, actives largely listed as inhibitors; 410,000 tested, 0.21% active; also: potency is read from the fitted curve at half-maximal effect; % is scaled to controls: 0 for no effect and ±100 for the full control effect
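Coupled fluorescence readout: glutamate oxidase/HRP/Amplex Red detect glutamate formed by hKGA from L-glutamine (1 mM solution added). Buffer 45 mM KH2PO4 pH 8.2, 0.02% Tween-20; reads at t0 and 30 min RT.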
USP1 inh – Inhibitors of USP1/UAF1: Primary Screen. Ubiquitin carboxyl-terminal hydrolase 1 (Homo sapiens), O94782. recombinant USP1/UAF1, Ub-Rhodamine cleavage fluorescence. Potency, µM (top dose mostly 57.1 µM), without a hit: at the top dose activity change, negative = inhibition, most hits filed as inhibitors. 390,000 tested, 0.23% active. AID 743255, 2014; also: potency is read from the fitted curve at half-maximal effect; % is scaled to controls: 0 for no effect and ±100 for the full control effect; nearly all actives have a fitted effect of over 60% in size; inactives centre near -12
Target sequence (O94782 whole entry, looked up): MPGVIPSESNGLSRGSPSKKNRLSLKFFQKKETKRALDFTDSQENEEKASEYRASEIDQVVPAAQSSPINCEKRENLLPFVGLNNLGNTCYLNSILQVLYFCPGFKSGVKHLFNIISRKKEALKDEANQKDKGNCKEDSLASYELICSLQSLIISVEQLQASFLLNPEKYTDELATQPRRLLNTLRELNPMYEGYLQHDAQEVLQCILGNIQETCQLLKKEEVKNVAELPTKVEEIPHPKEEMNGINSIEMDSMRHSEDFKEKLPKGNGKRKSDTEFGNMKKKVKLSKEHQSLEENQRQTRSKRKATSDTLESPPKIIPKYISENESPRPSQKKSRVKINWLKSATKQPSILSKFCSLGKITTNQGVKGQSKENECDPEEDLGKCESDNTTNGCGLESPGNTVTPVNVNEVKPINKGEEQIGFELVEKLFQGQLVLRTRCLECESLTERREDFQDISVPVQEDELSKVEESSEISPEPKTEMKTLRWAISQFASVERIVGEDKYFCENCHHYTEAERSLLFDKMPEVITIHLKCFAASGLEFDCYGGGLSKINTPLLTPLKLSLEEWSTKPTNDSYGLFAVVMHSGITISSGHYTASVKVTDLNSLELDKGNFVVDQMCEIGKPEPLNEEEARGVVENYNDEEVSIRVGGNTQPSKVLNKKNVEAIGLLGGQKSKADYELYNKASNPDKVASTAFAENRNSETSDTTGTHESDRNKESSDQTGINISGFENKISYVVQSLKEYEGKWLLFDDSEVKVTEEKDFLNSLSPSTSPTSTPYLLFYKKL
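1 nM enzyme complex + cpd, 15 min RT; start with Ub-Rho 150nM final; kinetic fluorescence ex 480/em 540, 6 reads q60 s. Buffer 50mM HEPES pH 7.8, 0.5mM EDTA, 0.1 mg/ml BSA, 1mM TCEP, 0.01% Tween-20.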
PI4K2A inh – qHTS for small molecular inhibitors of PI4K2A; Phosphatidylinositol 4-kinase type 2-alpha (Homo sapiens), Q9BTU6; purified PI4K2A, ADP-Glo luminescence, 1 h; active compounds read low; activity change, negative = inhibition, % at 76.9 µM; 420,000 tested, 0.13% active; AID 1346378, 2018; in the data active = activity change below about -50%; inconclusive = mostly about -30% to -49%;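 also: -100% = wells without enzyme as full effect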
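In this quantitative HTS, ADP production by PI4K2A was quantified luminescently after 1 h at ambient temperature; 100 microM adenosine served as plate-quality control.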
mIDH1 inhibitor – qHTS for Inhibitors of mutant isocitrate dehydrogenase 1 (IDH1): qHTS; Potency, µM (titrated, usually from 76.6 µM), without a hit: at the highest dose activity change, negative = inhibition, hits mostly inhibitors; Isocitrate dehydrogenase [NADP] cytoplasmic (Homo sapiens), O75874; IDH1-R132H enzyme, NADPH consumption, diaphorase/resazurin fluorescence; 390,000 tested, 0.093% active; AID 602179, 2012; also: potency is read from the fitted curve at half-maximal effect; % is scaled to controls: 0 for no effect and ±100 for the full control effect; nearly all actives have a fitted effect of over 65% in size
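IDH1-R132H (0.5 ug/mL dispensed) in pH 7.5 Tris buffer was preincubated 30 min with compound, then given a substrate mix of 0.016 mM NADPH and 2 mM alpha-KG for 80 min at room temperature; remaining NADPH was read by diaphorase/resazurin fluorescence.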
* hit, by the source's call; i = inactive; ? = inconclusive; . = not tested or not shown; [ ] = remark or other dose. Unless noted, calls follow the shape of the dose curve; as a rule, active = well fitted curve in the direction sought with a large enough effect; inconclusive = small, poorly fitted or top-dose-only effect, or another doubt; inactive = no such curve, though single readings can be large; an effect the other way counts as inactive or inconclusive. Not all compounds are listed. The share of hits here may be higher or lower than overall.

| Structure | TrxR1 substrate | PGK inhibitor | Pin1 inh | HP1b chromo inh | rTrxR1 inhibitor | GLS inh | USP1 inh | PI4K2A inh | mIDH1 inhibitor |
| --- | --- | --- | --- | --- | --- | --- | --- | --- | --- |
| CN(CCNC(=O)c1ccc(CS(=O)(=O)c2c(Cl)cccc2Cl)o1)CCc1ccccc1 | 1% | i | -6% | 21% | -20% | 8% | -24% | 2 | 9% |
| CCOc1ccc(/C=N/Nc2cc(=O)n(C)c(=O)n2C)cc1 | -8% | 10% | 1% | 27% | -6%[57.1 µM] | ? | -12% | -13 | 9% |
| CCCNC(=O)c1cccc(Br)c1 | 3%[57.1 µM] | 8% | -2% | 14% | 5%[57.1 µM] | 1% | -12% | 1 | -1% |
| Cc1csc2nc(CNC(=O)C3CC=CCC3C(=O)O)cn12 (centres undefined) | 10%[57.1 µM] | 5% | 0% | 32% | 3%[57.1 µM] | 6% | -11% | -6 | 0% |
| CC(O)CNc1nc2c(c(=O)n(C)c(=O)n2C)n1CCc1ccccc1 (centres undefined) | -7% | -5% | -1% | 17% | -14% | 23% | -18% | 0 | 7% |
| Cc1ccc(S(=O)(=O)N(CC(O)Cn2c3ccccc3c3ccccc32)c2cccc(C(N)=O)c2)cc1 (centres undefined) | 4% | 0% | 1% | 0% | 24% | 2% | -19% | -6 | -19% |
| COC(=O)c1ccc(N2CCOCC2)c(NC(=O)Nc2cccc(OC)c2)c1 | -4% | -1% | -2% | -2% | 9% | -12% | -23% | 8 | 10% |
| CSC1=C(C#N)C(c2ccccc2Cl)C(C(=O)c2cccs2)C(O)(C(F)(F)F)N1 (centres undefined) | -9% | i | 0% | 18% | -12% | -4% | -9% | -3 | 0% |
| Cc1cc2c(OCC(O)CNC(C)(C)C)cccc2[nH]1 (centres undefined) | -10% | -9% | -4% | -6% | 29%[57.1 µM] | 13% | -5% | 4 | 5% |
| Brc1ccc(-c2cn3cc(Cc4ccccc4)sc3n2)cc1 | 8% | -8% | -5% | 21% | 24% | 2% | -22% | -3 | 6% |
| COc1ccc(CCn2c(=N)c(C(=O)N3CCN(C)CC3)cc3c(=O)n4ccccc4nc32)cc1 | 4% | -2% | 23% | 7% | -11% | 2% | 0% | 2 | 3% |
| CCC(C(=O)Nc1cc(C(=O)O)ccc1C)c1ccccc1 (centres undefined) | 7% | 7% | -3% | 34% | 18% | ? | -19% | -2 | -3% |
| COc1ccccc1CN1CC(C(=O)NC2CCCCC2)CC1=O (centres undefined) | 8% | -6% | -2% | 23% | 23% | 15% | 0% | -2 | -1% |
| CCCn1c(SCC(=O)N2CC(=O)Nc3ccccc32)n[nH]c1=O | 4% | -1% | -2% | 22% | 13% | 2% | -27% | -5 | -6% |
| O=C(Cn1cnnn1)Nc1ccccc1Cc1ccccc1 | 9%[57.1 µM] | 2% | 4% | 27% | 16%[57.1 µM] | -2% | -15% | 0 | 2% |
| CCC(=O)c1ccc(N2CCCCC2)c(F)c1 | 1% | i | -10% | 81%[activator] | 12% | 7% | -19% | -4 | 11% |
| CC(C)(C)OC(=O)NCc1ccc(CNC(=O)c2[nH]cnc2C(=O)NCC(=O)OCc2ccccc2)cc1 | 8%[57.1 µM] | 9% | 4% | 48%[activator] | 43% | 1% | -21% | 0 | -9% |
| Cc1ccc(C(=O)C2CCN(C(=S)NCC3CCCO3)CC2)cc1 (centres undefined) | -4% | 0% | 4% | 33%[activator] | 2% | 4% | -1% | 0 | 0% |
| Cc1csc(NC(=O)CSc2nnc(NC(=O)COc3ccc(Cl)cc3)s2)n1 | -4% | -10% | ? | 27% | 4% | -2% | -5% | 1 | 1% |
| Cc1cc(NC(=O)CSc2nnc(CNC(=O)c3ccc(F)cc3)o2)no1 | 1% | 5% | -1% | 51%[activator] | -3% | 11% | -15% | 1 | 4% |
| Cc1ccccc1CSc1nc2ccccc2c(=O)[nH]1 | 1% | -1% | 20% | ? | 9% | 3% | -9% | -6 | 10% |
| O=C(NCCO)c1cc2c([nH]c3ccccc32)c(-c2ccccc2)n1 | 77% | i | 5% | 24% | 18% | -11% | -15% | 2 | 7% |
| COc1ccccc1NC(=O)C(=O)NCc1ccccc1Cl | -1% | 6% | 10% | 23% | 1% | 6% | -3% | 5 | 3% |
| COc1ccc(C2=Nn3c(nnc3-c3ccccc3F)SC2)cc1OC1CCOC1 (centres undefined) | -9%[57.1 µM] | -5% | -2% | 45%[activator] | -5%[57.1 µM] | 2% | . | 1 | . |
| S=C(c1ccc2c(c1)OCO2)N1CCN(c2cccc(Cl)c2)CC1 | 3%[2.29 µM] | -2% | 2% | ? | 8%[2.29 µM] | -13% | -11% | -3 | -9% |
| Cc1cc(Cl)c(C(=O)Nc2cccc(C(F)(F)F)c2)c(C)n1 | -5% | -3% | -3% | 10% | 14% | -1% | -11% | 1 | 2% |
| O=C(CCl)N(c1ccccc1)c1c[nH]c2ccccc12 | 2% | 4% | -3% | 17% | 2.2µM* | 28% | -14% | 20 | -4% |
| CC1(C)CC(=O)C=C(c2ccc(I)cc2)C1 | 1% | -3% | 2% | 42%[activator] | 14% | 5% | 1% | -7 | 13% |
| CC1CN(C(=O)COC(=O)/C=C/c2ccccc2)CC(C)O1 (centres undefined) | . | i | . | . | . | 1% | -17% | 3 | -6% |
| CC1Cc2cc(C3(O)C(=O)c4ccccc4C3=O)ccc2N1 (centres undefined) | 4% | 6% | -2% | 16% | 3% | 29% | -9% | -2 | 1% |

Complete entries as entered above. Values in the order: TrxR1 substrate	PGK inhibitor	Pin1 inh	HP1b chromo inh	rTrxR1 inhibitor	GLS inh	USP1 inh	PI4K2A inh	mIDH1 inhibitor
Brc1ccc(-c2cn3cc(Cc4ccccc4)sc3n2)cc1 is entered as 8%	-8%	-5%	21%	24%	2%	-22%	-3	6%
O=C(NCCO)c1cc2c([nH]c3ccccc32)c(-c2ccccc2)n1 is entered as 77%	i	5%	24%	18%	-11%	-15%	2	7%
CC1(C)CC(=O)C=C(c2ccc(I)cc2)C1 is entered as 1%	-3%	2%	42%[activator]	14%	5%	1%	-7	13%
Cc1cc(NC(=O)CSc2nnc(CNC(=O)c3ccc(F)cc3)o2)no1 is entered as 1%	5%	-1%	51%[activator]	-3%	11%	-15%	1	4%

Later entries:
| SMILES | TrxR1 substrate | PGK inhibitor | Pin1 inh | HP1b chromo inh | rTrxR1 inhibitor | GLS inh | USP1 inh | PI4K2A inh | mIDH1 inhibitor |
| --- | --- | --- | --- | --- | --- | --- | --- | --- | --- |
| Cc1nnc(SCC(=O)NC2CC2)n1CCc1ccccc1 | -2% | i | -4% | 50%[activator] | -7% | 3% | -16% | 1 | 5% |
| COc1ccc(Nc2nc(NCc3ccco3)nc(N)c2[N+](=O)[O-])cc1 | 0%[57.1 µM] | 24% | 0% | 14% | 12%[57.1 µM] | 2% | -8% | 0 | -1% |
| Cc1cc(=O)[nH]c2c1c(C)nn2C1CCCCC1 | 9%[57.1 µM] | . | 1% | 27% | 16%[57.1 µM] | -3% | 6% | -1 | 1% |
| CCN1C(=NCC2CC2)N[C@@H](c2ccccc2)C(C(=O)OC)=C1C | -1% | 1% | -4% | 36% | 1% | -11% | -23% | 1 | 11% |
| CCOC(=O)c1c(-c2ccccc2)nc2ccc(Cl)cn12 | 8% | 3% | ? | 42%[activator] | 9% | 0% | -4% | -1 | 2% |
| COc1ccc(-c2cc(C(=O)Nc3c(C)nn(Cc4ccccc4Cl)c3C)no2)cc1OC | 0% | i | 13% | 31%[activator] | 7% | -5% | -9% | -2 | 2% |
| CN1CCN(CCOc2ccc(-c3ccccc3)cc2)CC1 | 8% | -9% | -5% | 10% | -3% | -1% | -19% | -2 | 3% |
| Cc1noc(C)c1CN1C(=O)NC2(CCc3ccccc3C2)C1=O (centres undefined) | 8%[57.1 µM] | -5% | 1% | 20% | 10%[57.1 µM] | -2% | -12% | 4 | 1% |
